D2 PAM = HTS Assay for Positive Allosteric Modulators of the Human D2 Dopamine Receptor: Primary Screen for Potentiators; D(2) dopamine receptor (Homo sapiens), P14416; HEK293 T-REx D2, calcium flux, EC20 dopamine potentiation; potentiation, % at 10 µM; 0.34% of 340,000 active; AID 485347, 2010;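 active means potentiation over 3 SD above the plate norm, cut at about 30% in these data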; further: 0% is about no effect
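Tetracycline-induced HEK293 T-REx cells force-coupled to calcium signalling expressed D2; compounds were pin-added after a 10 s baseline, read kinetically 180 s, then an EC20 dopamine challenge followed with a further 180 s calcium read.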
D2 ag = HTS Assay for Allosteric Agonists of the Human D2 Dopamine Receptor: Primary Screen for Agonists | D(2) dopamine receptor (Homo sapiens), P14416 | HEK293 T-REx D2 cells, calcium flux agonist mode | activation, % at 2 µM | 0.53% of 340,000 active | AID 485358, 2010;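 active means activation over 3 SD above normal in the single-dose calcium agonist read, cut at about 30% in these data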; further: 0% is about no effect
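Tetracycline-induced HEK293 Trex cells with D2 receptor force-coupled to calcium signaling, plated overnight at 30 C and loaded with no-wash calcium dye. Calcium flux read kinetically for 180 s after compound addition; responses flag agonists.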
TRHR enhancer = qHTS for Small Molecule Agonists and Allosteric Enhancers of Human TRH Receptor: Primary Screen for Enhancers. 0.66% of 360,000 active. TRHR cells, fluo-8 calcium fluorescence, EC20 TRH enhancement. AID 493056, 2011. Thyrotropin-releasing hormone receptor (Homo sapiens), P34981. enhancement, % at 2 µM; in the data active means enhancement above about 30%; further: 0% is about no effect
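Enhancer read-out: after compound pinning and an initial kinetic agonist-mode read, an EC20 of TRH (10 nM final) was injected and fluo-8 calcium signal (Ex 480/Em 530) followed at 1 s/cycle for 100 cycles in TRHR-expressing cells.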
D2 antagonist = HTS Assay for Allosteric Antagonists of the Human D2 Dopamine Receptor: Primary Screen for Antagonists; AID 485344, 2010; HEK293 TREx D2 cells, calcium flux, dopamine EC80; inhibition, % at 10 µM; 2% of 340,000 active; D(2) dopamine receptor (Homo sapiens), P14416; in the data active means inhibition above about 30%; further: 0% is about no effect
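Read-out: kinetic calcium fluorescence (1 cycle/s) in inducible HEK293 T-REx D2 cells after an EC80 dopamine addition that followed 180 s compound preincubation. Loss of the dopamine response indicates antagonism.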
D1 antagonist = Antagonist of Human D 1 Dopamine Receptor: qHTS; activity change, negative = inhibition, % at 10 µM; D(1A) dopamine receptor (Homo sapiens), P21728; AID 504652, 2011; HEK293 TREx D1 cells, calcium flux, dopamine EC80; active compounds read low; 3.2% of 360,000 active; in the data active means activity change below about -30%; further: on the % scale 0 is the no-effect control and ±100 the full control effect
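Cells carrying a force-coupled, tetracycline-inducible human D1 receptor report calcium flux. Each well gets a 10 s baseline, compound with 180 s monitoring, then an EC80 dopamine stimulus with a second 180 s kinetic read.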
RXFP1 antagonist = qHTS Assay for Antagonists of the Relaxin Receptor RXFP1 | Relaxin receptor 1 (Homo sapiens), Q9HBX9 | HEK293-RXFP1, relaxin-stimulated cAMP HTRF, 30 min; active compounds read low | activity change, negative = inhibition, % at 57.5 µM | 0.59% of 350,000 active | AID 1259400, 2018;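 active means activity change of -60% or lower, but not beyond a set lower limit; inconclusive means change between -60% and -40%, or beyond the set limit; inactive means change above -40%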; further: on the % scale 0 is the no-effect control and ±100 the full control effect
Target sequence (Q9HBX9 whole entry, looked up): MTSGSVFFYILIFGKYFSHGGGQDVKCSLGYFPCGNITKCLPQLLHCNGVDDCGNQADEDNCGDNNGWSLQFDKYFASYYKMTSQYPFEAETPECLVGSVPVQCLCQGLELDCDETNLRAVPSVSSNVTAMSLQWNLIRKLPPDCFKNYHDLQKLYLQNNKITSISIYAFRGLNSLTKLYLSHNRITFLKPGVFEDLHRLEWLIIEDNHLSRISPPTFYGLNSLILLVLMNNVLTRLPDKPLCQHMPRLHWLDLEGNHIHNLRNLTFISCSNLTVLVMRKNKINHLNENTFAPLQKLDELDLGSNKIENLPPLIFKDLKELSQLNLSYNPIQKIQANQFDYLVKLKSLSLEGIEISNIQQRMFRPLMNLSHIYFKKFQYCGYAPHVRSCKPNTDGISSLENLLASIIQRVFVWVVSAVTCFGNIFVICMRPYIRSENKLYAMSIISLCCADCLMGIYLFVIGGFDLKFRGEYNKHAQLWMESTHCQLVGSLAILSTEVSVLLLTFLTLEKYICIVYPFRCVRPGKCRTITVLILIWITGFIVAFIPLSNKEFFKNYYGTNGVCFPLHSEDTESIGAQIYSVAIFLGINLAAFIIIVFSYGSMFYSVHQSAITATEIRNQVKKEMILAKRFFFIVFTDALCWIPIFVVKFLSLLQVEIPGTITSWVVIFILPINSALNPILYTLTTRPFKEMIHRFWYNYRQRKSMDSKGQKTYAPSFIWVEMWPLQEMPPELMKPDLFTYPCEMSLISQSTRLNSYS
RXFP1 agonist = qHTS Assay for Agonists of the Relaxin Receptor RXFP1; Relaxin receptor 1 (Homo sapiens), Q9HBX9; HEK293T-RXFP1 cAMP TR-FRET, 30 min; response scale: percent of porcine relaxin response, buffer zero; Potency, µM (highest dose often 57.5 µM), without a hit: at the top dose activation, most hits filed as activators; 0.3% of 370,000 active; AID 2676, 2010; active means well fitted activation curve with a large enough effect; inconclusive means small, poorly fitted or top-dose-only effect; further: potency means the concentration at half of the fitted maximal effect; on the % scale 0 is the no-effect control and ±100 the full control effect; nearly all actives have a fitted effect of over 60% in size; many of its hits are not listed in these tables
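Agonist response is measured as cAMP accumulation in an RXFP1-transfected HEK293T line under PDE4 inhibition. Values are scaled between buffer-only and 29 nM porcine relaxin, and EC50s come from standard Hill equation fits.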
D1 ag = Allosteric Agonists of the Human D1 Dopamine Receptor: qHTS | D(1A) dopamine receptor (Homo sapiens), P21728 | HEK293 T-REx D1 cells, calcium flux, agonist mode | activation, % at 2 µM | 1% of 360,000 active | AID 504660, 2011; in the data active means activation above about 30%; further: 0% is about no effect
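Agonism was scored from calcium flux recorded over 180 s (1 read/s) after pintool compound addition, following a 10-cycle baseline. Cells were inducible force-coupled HEK293 TREx D1, plated overnight at 30 C and loaded with no-wash calcium dye.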
D1 PAM = Potentiators of Human D1 Dopamine Receptor: qHTS; HEK293 TREx D1 cells, calcium flux, dopamine EC20 potentiation; D(1A) dopamine receptor (Homo sapiens), P21728; potentiation, % at 10 µM; AID 504651, 2011; 0.036% of 360,000 active; in the data active means potentiation above about 30%; further: 0% is about no effect
Active calls of the source: *; u = inconclusive; x = no result given.

SMILES	D2 PAM	D2 ag	TRHR enhancer	D2 antagonist	D1 antagonist	RXFP1 antagonist	RXFP1 agonist	D1 ag	D1 PAM
Cn1c(=O)oc2cc(S(=O)(=O)N3CCCC(C(=O)NCc4ccccc4Cl)C3)ccc21 (stereo not given)	-2	-1.0	0	x	-15	x	0.4%	1	-2
N#Cc1ccc(Cl)cc1NC(=O)COC(=O)c1cccc(S(=O)(=O)N2CCOCC2)c1	7	0.2	0	-31	-8	8	2.7%	0	-9
Cc1cccc(NCc2nnc(-c3ccccc3)o2)c1C	0	-0.6	-2	-19	-8	9	1.4%	5	-2
O=C(CNC(=O)/C(=C\c1ccccc1)NC(=O)c1ccc(Br)cc1)OCc1ccccc1	-19	0.1	12	16	-22	-15	0.5%	12	-4
CSCC(=O)N1CCC(CCC(=O)NC2CC2)CC1	7	0.3	5	-6	15	u	-0.1%	0	-5
COC(=O)c1c(SCC(=O)Nc2cccc(Cl)c2C)[nH]c2ccccc2c1=O	0	0.2	-1	x	3	x	23%	3	-2
COc1cccc(CNC(=O)c2ccc(C)c(S(=O)(=O)N3CCCCC3)c2)c1	16	0.0	3	-2	-18	-5	0.4%	6	-4
COc1ccc(N2C(=O)c3ccc(C(=O)Nc4ccccc4O)cc3C2=O)cc1	10	0.6	6	-9	-18	-5	2.4%	8	-2
Cc1cc(C)nc(-n2nc(C)cc2Nc2ccccc2)n1	-11	1.6	-6	4	-5	5	2.5%	-1	-16
O=C(CN1CCC(O)(c2ccc(F)cc2)CC1)NCc1ccc(F)cc1	-7	0.6	1	14	-3	-16	0.0%	3	-6
Cc1cc(Cl)ccc1C(=O)C1CCCN(C(=O)c2cccc(N3CCCC3=O)c2)C1 (stereo not given)	9	-0.6	0	2	-23	-10	2.8%	2	-13
Cc1nc(SCC(=O)Nc2ccccn2)n[nH]1	-6	2.5	5	0	-18	12	0.3%	1	-8
O=S(=O)(Nc1ccc2nc(N3CCOCC3)sc2c1)c1ccccc1	16	-0.3	-8	-3	-17	-19	1.2%	7	-5
CCOC(=O)c1[nH]c2ccccc2c1NC(=O)c1ccc(S(=O)(=O)N2CCCCC2)cc1	2	-1.3	0	14	1	x	1.8%	-3	-8
Cc1occc1-c1nnc(SCC(=O)Nc2ccccc2-c2ccccc2)n1C	-3	-1.0	-18	3	0	8	1.9%	0	-2
CCOC(=O)c1cnc(-c2ccccc2)nc1-c1ccccc1	14	-0.1	3	-5	-5	-12	-1.0%	5	-1
CC1=NCCN1CCNC(=O)Nc1cc(C)cc(C)c1	-3	-0.2	17	-26	2	5	-3.2%	1	2
O=C(CCNC(=O)c1ccc([N+](=O)[O-])cc1)NCCCN1CCCC1=O	7	0.4	-2	-2	-3	-1	-2.4%	1	2
O=C1NN(c2ccccc2)C(=O)/C1=C/c1ccc(Sc2ccc(Cl)cc2)o1	12	-1.1	-5	7	6	-16	2.1%	2	-8
CCCC(=O)C1=C(c2ccccc2)C(C#N)(C#N)C(C#N)=C1N	-15	1.8	1	-4	0	-4	0.2%	1	7
BrC(=C\c1ccccc1)/C=N/N1CCN(c2ccccc2)CC1	7	-0.2	4	0	-16	-19	0.4%	2	-2
COc1ccc(N(CC(=O)NCCC2=CCCCC2)S(=O)(=O)c2ccc(C)cc2)cc1OC	3	-1.7	-6	-3	-4	-1	2.6%	0	4
O=C(Nc1ncc(Cc2ccc(C(F)(F)F)cc2)s1)c1ccc(-c2cccc([N+](=O)[O-])c2)o1	0	0.8	-8	8	-6	19	-0.2%	3	-6
CCC(C)(C)n1nnnc1CN1CCc2ccccc21	8	-1.4	1	-9	0	-2	0.4%	1	0
S=C(NCCN1CCOCC1)NC1CCCC1	-4	-1.0	10	-7	-6	4	-0.6%	2	15
C/C(CC(=O)Nc1ccc(Cl)c(C(F)(F)F)c1)=N\NC(=O)c1cnccn1	3	0.0	3	-7	-7	-6	-5.2%	7	3
Cc1cc(NC(=O)CCC(=O)N(c2cccc(F)c2)C(C(=O)NC2CCCC2)c2ccccc2)no1 (stereo not given)	x	1.9	1	4	-12	9	2.8%	2	4
CCOc1ccc2nc3c(cc2c1)CN(CCOC)C(=NCCOC)S3	3	0.1	-3	4	-1	0	u	-1	0
COC(=O)c1cc(OC)c(OC)cc1NC(=O)c1ccc2c(c1)CCN2S(C)(=O)=O	10	0.4	2	x	14	6	-0.2%	0	2
CCOc1ccc(N=C(/C(C(=O)C(=O)N2CCOCC2)=C(/O)c2ccccc2)c2ccccc2)cc1	0	-0.4	6	-2	1	0	-0.8%	5	-2
CCSc1ccccc1C(=O)NCCCn1ccnc1	-1	0.5	-7	-10	9	-9	-0.8%	10	-6
O=C(COC(=O)COc1ccc(Cl)cc1)NCCNC(=O)COC(=O)COc1ccc(Cl)cc1	1	-1.1	-2	1	-22	-72*	0.3%	2	-5
N#Cc1sc(C(N)=O)c(-c2ccccc2)c1-c1ccccc1	-3	0.7	-4	-14	-9	-12	3.4%	5	1
CC(C)N1C(=O)C2(OCCCO2)c2cc(Br)ccc21	-5	-1.5	-7	-2	28	-2	-0.8%	1	4
O=C(Nc1cccc(Cl)c1Cl)c1ccccc1NC(=O)C1CC=CCC1C(=O)O (stereo not given)	6	-0.6	-2	-8	-12	-3	1.4%	1	-2
O=C1C(=O)N(Cc2cccnc2)C(c2cccc([N+](=O)[O-])c2)/C1=C(\O)c1ccc2c(c1)OCCO2 (stereo not given)	2	1.1	-2	2	6	-1	4.8%	4	-2

In the list so far, two have a CF3 group.
SMILES	D2 PAM	D2 ag	TRHR enhancer	D2 antagonist	D1 antagonist	RXFP1 antagonist	RXFP1 agonist	D1 ag	D1 PAM
O=C(Nc1ncc(Cc2ccc(C(F)(F)F)cc2)s1)c1ccc(-c2cccc([N+](=O)[O-])c2)o1	0	0.8	-8	8	-6	19	-0.2%	3	-6
C/C(CC(=O)Nc1ccc(Cl)c(C(F)(F)F)c1)=N\NC(=O)c1cnccn1	3	0.0	3	-7	-7	-6	-5.2%	7	3

The results go on:
SMILES	D2 PAM	D2 ag	TRHR enhancer	D2 antagonist	D1 antagonist	RXFP1 antagonist	RXFP1 agonist	D1 ag	D1 PAM
N#Cc1ccc(NC(=O)CCc2nc3ccccc3s2)cc1	9	-1.0	0	2	-9	1	5.8%	3	-7
CSCCC(NS(=O)(=O)c1ccc(Br)cc1)C(=O)OCC(=O)NC1CC1 (stereo not given)	6	1.5	-5	10	15	0	2.9%	0	-1
COc1ccccc1C(=O)NC(CCSC)C(=O)OC(C)C(N)=O (stereo not given)	3	1.2	36*	-5	8	-8	-2.6%	0	-1
CCn1c(SCC(=O)NCc2cccs2)nnc1-c1ccco1	9	-0.4	9	-24	-10	1	1.4%	3	-2
CCOC(=O)c1ccc(NC(=S)Nc2ccc(C)cc2)cc1	1	0.4	-4	-1	1	-20	0.5%	2	10
CN1C(=O)C(=O)/C(=C(/O)c2ccc(Br)cc2)C1c1ccc(F)cc1 (stereo not given)	4	0.7	1	1	-11	-2	u	2	-6
Nc1nonc1C(=O)N/N=C/c1ccc(Br)o1	-9	0.0	-4	-26	-18	-10	-0.3%	0	-10
COc1ccc(C(C)=O)cc1Cn1nnc(-c2ccccc2Br)n1	-6	0.1	-11	8	-4	3	2.0%	1	-15
O=C(NCCc1csc(-c2cccnc2)n1)c1cccc(C(F)(F)F)c1	x	x	-1	x	-4	x	-4.7%	6	-2
CC(C)C(NC(=O)c1ccccc1NC(=O)c1ccco1)C(=O)NNC(=O)c1ccncc1 (stereo not given)	2	-0.2	-4	-5	-1	-10	-0.5%	1	3
Nc1nnc(SCn2nnc3ccccc3c2=O)s1	-4	2.0	-2	-2	-25	12	8.1%	4	-4
O=C1CSC(=Nc2cccc(C(=O)O)c2)N1	-3	0.9	-1	-5	7	-16	0.9%	0	5
CC(C)C(NC(=O)OCc1ccccc1)C(=O)N1CCOCCOCCOCC1 (stereo not given)	x	-0.2	3	4	-13	4	2.7%	1	-2
CCCCN1C(Nc2ccccc2)=NC[C@@H]1C	9	0.4	-3	3	7	x	1.6%	2	-6
CSc1ccc(C(=O)C2CCCN(C(=O)CCc3cnn(C)c3)C2)cc1 (stereo not given)	1	-0.5	-2	-14	-20	-2	1.7%	6	0
CCOC(=O)N1CCC(NC(=O)c2ccc3c(c2)N(Cc2ccccc2)C(=O)c2ccccc2S3(=O)=O)CC1	14	1.0	-3	x	-1	8	-2.3%	3	-3
CCN(CC)C(=O)c1cc2c(=O)c3cc(F)ccc3oc2nc1C	-15	3.5	-1	-2	4	-27	22%	1	-9
c1csc(-c2nc(N3CCCCC3)no2)c1	-9	0.2	-2	-3	-7	-10	2.6%	-1	-2
CCn1c(-c2ccccc2)c[nH]c1=S	-4	-0.6	-8	20	-11	-8	3.1%	4	-3
O=C(/C=C/c1ccc(Br)o1)Nc1nnc(C2CC2)s1	3	0.6	-5	8	7	x	-0.4%	1	-4
CCOc1ccc(N2CC(C(=O)Nc3nnc(SCCOC)s3)CC2=O)cc1 (stereo not given)	-2	-0.3	-3	10	10	-6	-1.6%	0	0
O=C(NC(=S)Nc1ccc(Cl)cc1)c1ccccc1	12	-1.7	9	-10	-53*	-10	2.6%	13	-5
CCc1ccc(Sc2cc(C(=O)NCCN3CCOCC3)c3ccccc3n2)cc1	-5	1.0	-19	-20	-2	-6	-0.6%	1	1
COc1cc2c3c(c1)/C(=C1/SC(=S)NC1=O)C(=O)N3C(C)(C)C=C2C	4	0.4	4	-9	15	-4	-0.2%	-1	-3
CN(C)c1ccc(-n2c(CCC(=O)O)ccc2-c2ccccc2)cc1	6	0.5	19	x	-1	x	4.4%	-1	-6
O=C(CCSc1ccc(Cl)cc1)NC12CC3CC(CC(C3)C1)C2	-13	28	0	6	24	-20	3.6%	15	-6

High-throughput results (PubChem)

Only part of the results is shown; count on the stated rates, not on these rows.
